CHRM4 antagonist – human M4 muscarinic receptor antagonists, primary screen, CHO cells, Fluo-8 calcium fluorescence | actives 0.73% (n = 360,000) | CHO-hM4 cells, ACh EC80 | inhibition, % at 3 µM | Muscarinic acetylcholine receptor M4 (Homo sapiens), P08173;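 active means inhibition above its plate's cutoff, the mean inhibition of sample wells plus 3 SD, cut at about 27% in these data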;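 further: 0% = acetylcholine EC80 with DMSO and 100% = DMSO without agonist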
Target sequence (P08173 whole entry, looked up): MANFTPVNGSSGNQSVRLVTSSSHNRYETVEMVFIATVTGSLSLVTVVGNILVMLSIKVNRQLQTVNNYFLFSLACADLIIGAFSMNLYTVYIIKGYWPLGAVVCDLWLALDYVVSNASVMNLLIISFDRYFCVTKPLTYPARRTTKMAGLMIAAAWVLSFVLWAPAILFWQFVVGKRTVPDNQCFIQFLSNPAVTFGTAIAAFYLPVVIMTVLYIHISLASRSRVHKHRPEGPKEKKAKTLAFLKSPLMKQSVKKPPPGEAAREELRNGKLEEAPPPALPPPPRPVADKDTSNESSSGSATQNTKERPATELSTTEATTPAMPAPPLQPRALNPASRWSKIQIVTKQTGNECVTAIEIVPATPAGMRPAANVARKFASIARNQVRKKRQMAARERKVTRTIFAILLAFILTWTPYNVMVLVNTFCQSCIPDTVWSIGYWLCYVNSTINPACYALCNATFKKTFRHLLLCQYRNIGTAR
CHRM4 agonist – human M4 muscarinic receptor agonists, primary screen, CHO-K1 cells, Fluo-8 calcium fluorescence; CHO-K1 hM4/Gqi5; vehicle 0%, full acetylcholine response 100%; actives 0.14% (n = 360,000); Muscarinic acetylcholine receptor M4 (Homo sapiens), P08173; activation, % at 3 µM;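 active means activation above the run mean over all test wells plus 3 SD, cut at about 32% in these data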;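 further: peak over basal fluorescence ratio per well then scaled between controls; 0% = DMSO wells and 100% = acetylcholine at EC100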
M5 PAM – human M5 muscarinic receptor positive allosteric modulators, primary screen, CHO-K1 cells, Fluo-8 calcium fluorescence; Muscarinic acetylcholine receptor M5 (Homo sapiens), P08912; CHO-K1 hM5, ACh EC20 PAM; 0% = ACh EC20, 100% = ACh EC100; activation, % at 3 µM; actives 0.3% (n = 360,000); AID 624038, 2012;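 active means activation above the run cutoff, the mean activation of all test compounds plus 3 SD, cut at about 18% in these data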
Target sequence (P08912 whole entry, looked up): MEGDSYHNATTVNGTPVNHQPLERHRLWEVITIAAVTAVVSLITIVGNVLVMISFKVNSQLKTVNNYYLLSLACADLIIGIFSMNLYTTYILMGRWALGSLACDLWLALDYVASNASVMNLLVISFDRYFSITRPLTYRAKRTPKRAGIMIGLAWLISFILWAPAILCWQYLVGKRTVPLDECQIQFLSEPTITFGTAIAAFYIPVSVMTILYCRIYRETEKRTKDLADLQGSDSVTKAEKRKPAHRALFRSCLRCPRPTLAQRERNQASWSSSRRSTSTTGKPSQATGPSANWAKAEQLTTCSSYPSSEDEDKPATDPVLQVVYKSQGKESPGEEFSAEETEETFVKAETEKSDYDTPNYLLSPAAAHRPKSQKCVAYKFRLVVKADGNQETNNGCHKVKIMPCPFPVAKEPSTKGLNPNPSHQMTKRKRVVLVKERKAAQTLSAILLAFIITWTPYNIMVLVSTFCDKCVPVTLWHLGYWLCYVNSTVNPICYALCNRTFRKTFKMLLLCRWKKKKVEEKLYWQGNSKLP
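Test system: CHO-K1 hM5 cells / Doses: single-point, 3 µM nominal / Times: Post-acetylcholine fluorescence recording 140 s / Technique: Fluo-8 calcium fluorescence / Measure: Max/basal fluorescence ratio as % of EC20–EC100 ACh window / Benchmarks: low control EC20 acetylcholine (0%), high control EC100 acetylcholine (100%) / Replicates: one well per compound, no replicates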
CHRM5 agonist – human M5 muscarinic receptor agonists, primary screen, CHO-K1 cells, Fluo-8 calcium fluorescence; Muscarinic acetylcholine receptor M5 (Homo sapiens), P08912; CHO-K1 hM5 cells; 0% DMSO wells, 100% maximal acetylcholine response; activation, % at 3 µM; actives 0.19% (n = 360,000); AID 624037, 2012;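 active means activation above the run's mean over test compounds plus 3 SD, cut at about 23% in these data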;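 further: signal is peak over basal fluorescence ratio across the kinetic read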
CHO-K1 Ca antag – counter-screen for M1 antagonists: effect in parental CHO-K1 cells; AID 602250; actives 0.6% (n = 360,000); ATP-induced calcium, Fluo-8 fluorescence; inhibition, % at 3 µM;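 active means inhibition above a per-plate cutoff, the plate's mean sample inhibition plus 3 SD, cut at about 24% in these data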;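 further: 0% = DMSO plus EC80 ATP and 100% = DMSO alone without ATP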
M4 PAM – human M4 muscarinic receptor positive allosteric modulators, primary screen, CHO-K1 cells, Fluo-8 calcium fluorescence; Muscarinic acetylcholine receptor M4 (Homo sapiens), P08173; CHO-K1 hM4/Gqi5, ACh EC20; 0% = ACh EC20, 100% = maximal ACh; activation, % at 3 µM; actives 0.4% (n = 360,000);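 active means activation above its plate's cutoff, the mean activation of sample wells plus 3 SD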; further: some results filed as inactive read as strong as hits
M1 PAM parental – nonselective calcium activators in parental CHO-K1 cells, primary screen, counter-screen for M1 PAM project, cell-based, Fluo-8 calcium fluorescence, full deck, 1536-well; ATP EC20; 0% at ATP EC20, 100% at ATP max; activation, % at 3 µM; actives 0.02% (n = 360,000);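 active means activation above the run cutoff, the mean activation of all test compounds plus 3 SD, cut at about 40% in these data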;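 further: peak over basal fluorescence ratio in a 140 s read after ATP addition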
M1 ag parental – counter-screen for M1 agonists: effect in parental CHO-K1 cells; AID 602248, 2012; activation, % at 3 µM; Fluo-8 calcium fluorescence; scaled to maximal ATP response, vehicle zero; actives 0.48% (n = 360,000); in the data active means activation above about 15%;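 further: untransfected CHO-K1 host cells lacking M1 receptor as counterscreen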
M5 antag – human M5 muscarinic receptor antagonists, primary screen, CHO cells, Fluo-8 calcium fluorescence | Muscarinic acetylcholine receptor M5 (Homo sapiens), P08912 | CHO-hM5 cells, ACh EC80 | inhibition, % at 3 µM | actives 0.59% (n = 360,000) | AID 624040, 2012;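 active means inhibition above a per-plate cutoff, the mean of that plate's test compounds plus 3 SD, cut at about 27% in these data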;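 further: 0% = acetylcholine EC80 with DMSO and 100% = DMSO without agonist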
Numbers without * were called inactive. Rows were taken by chance; 2.7% or so of the library scored in one or more.

SMILES	CHRM4 antagonist	CHRM4 agonist	M5 PAM	CHRM5 agonist	CHO-K1 Ca antag	M4 PAM	M1 PAM parental	M1 ag parental	M5 antag
Cc1ccsc1C(=O)Nc1n[nH]c(C(F)(F)F)n1	2	0	7	0	-11	17	22	6.0	8
CN(C)S(=O)(=O)n1cc(/C=C(\NC(=O)c2ccccc2F)C(=O)N2CCCC2)c2ccccc21	0	1	-5	-2	-4	-3	5	0.1	10
CCOC(=O)N1CCN(CC(O)c2c[nH]c3ccc(OC)cc23)CC1 (centres undefined)	4	0	-4	0	-12	-3	-19	0.4	4
CCOc1ccc(C(=O)CCCC(=O)c2ccc(OCC)cc2)cc1	-4	0	5	2	-15	1	14	0.0	-25
CCC(C)Sc1nc2c(c(=O)[nH]c(=O)n2C)n1CC(O)COc1ccccc1C (centres undefined)	3	2	-7	0	-3	-14	-1	1.5	-1
CCc1ccc(NC(=O)C(=O)NNC(=O)COc2cccc(OC)c2)cc1	-4	0	-3	-3	7	2	-7	-0.2	10
OCc1ccc(-c2cccc3nccn23)cc1	7	2	3	-1	-5	1	6	0.0	-3
Oc1ccc(Oc2ccc3c(C(F)(F)F)cc(C(F)(F)F)nc3n2)cc1	-10	-2	11	-8	-10	7	0	0.0	-12
O=C(CCc1ccccc1)N/N=C/c1cccc([N+](=O)[O-])c1	-7	2	5	-3	-18	3	19	0.5	2
Cc1ccc(CNC(=O)CCCC(=O)Nc2cc(C)on2)cc1	-5	0	4	-1	0	15	23	-0.9	-13
CC1CCN(C(=O)COC(=O)c2ccc(N3CCCC3=O)cc2)CC1	3	2	-10	-1	1	-1	1	2.5	7
C/C(=N\NC(=O)c1ccccc1Cl)c1ccccn1	-21	3	-8	-5	-14	-1	9	0.4	6
COc1ccc(-n2c(=S)[nH]c3[nH]ncc3c2=O)cc1	-2	0	4	2	-4	2	11	1.1	2
COc1ccc(C(C)NC(=O)c2ccc(Cl)cc2)cc1OC (centres undefined)	6	0	-4	-1	2	2	-3	0.2	0
CC(C)(C)NC(=O)C1CCC(CNS(=O)(=O)c2cccc3nsnc23)CC1 (centres undefined)	-3	6	-2	2	3	2	-5	1.7	-3
NCCCC[C@H]1CNC(=O)C(=O)N1CCc1cccc(F)c1	-3	2	11	-2	-8	2	7	2.4	-5
Cc1c(C(=O)N2CCC(C)CC2)oc2ccc3c(c12)C(O)CC1(CCCCC1)O3 (centres undefined)	18	7	-9	-4	8	-11	-15	3.2	23
Cn1cccc1C(=O)OCC(=O)Nc1ccc2[nH]c(=O)[nH]c2c1	-16	0	1	3	6	11	-22	-0.1	3
C/C(=N/N=C1/NC(=O)CC(C(=O)Nc2ccccc2)S1)c1cccs1 (centres undefined)	-6	5	-9	-3	1	0	8	1.0	5
CCOc1cc(S(=O)(=O)NCc2ccccc2)ccc1Br	0	2	-5	-5	-5	-2	15	1.4	3
COc1ccccc1N1CCN(C(=O)CN2C(=O)C3CCCCC3C2=O)CC1 (centres undefined)	-8	2	-4	-6	-8	14	10	0.5	-2
CCC(C(=O)NC(C)CCc1ccco1)n1nc(C)n2c(cc3occc32)c1=O (centres undefined)	-4	-1	-3	-5	15	-6	-6	-0.8	-1
Cc1cc2ncn(N)c2cc1C	4	0	-3	-3	-10	12	19	0.6	-9
Cc1nn(CC(=O)NCc2ccco2)c(C)c1[N+](=O)[O-]	-3	0	-3	2	-10	-1	13	0.4	9
CCc1ccc(N2CC34C=CC(O3)C(C(=O)OC(C)C)C4C2=O)cc1 (centres undefined)	1	0	0	-2	2	0	8	-0.8	2

Compounds from the list above containing a Cl atom (2):
SMILES	CHRM4 antagonist	CHRM4 agonist	M5 PAM	CHRM5 agonist	CHO-K1 Ca antag	M4 PAM	M1 PAM parental	M1 ag parental	M5 antag
C/C(=N\NC(=O)c1ccccc1Cl)c1ccccn1	-21	3	-8	-5	-14	-1	9	0.4	6
COc1ccc(C(C)NC(=O)c2ccc(Cl)cc2)cc1OC (centres undefined)	6	0	-4	-1	2	2	-3	0.2	0

One compound at a time, as listed above.
`COc1ccccc1N1CCN(C(=O)CN2C(=O)C3CCCCC3C2=O)CC1` (centres undefined) is listed as CHRM4 antagonist: -8; CHRM4 agonist: 2; M5 PAM: -4; CHRM5 agonist: -6; CHO-K1 Ca antag: -8; M4 PAM: 14; M1 PAM parental: 10; M1 ag parental: 0.5; M5 antag: -2
`CCC(C(=O)NC(C)CCc1ccco1)n1nc(C)n2c(cc3occc32)c1=O` (centres undefined) is listed as CHRM4 antagonist: -4; CHRM4 agonist: -1; M5 PAM: -3; CHRM5 agonist: -5; CHO-K1 Ca antag: 15; M4 PAM: -6; M1 PAM parental: -6; M1 ag parental: -0.8; M5 antag: -1

Returning to the listing, repeating the 4 entries before the break.
SMILES	CHRM4 antagonist	CHRM4 agonist	M5 PAM	CHRM5 agonist	CHO-K1 Ca antag	M4 PAM	M1 PAM parental	M1 ag parental	M5 antag
CCC(C(=O)NC(C)CCc1ccco1)n1nc(C)n2c(cc3occc32)c1=O (centres undefined)	-4	-1	-3	-5	15	-6	-6	-0.8	-1
Cc1cc2ncn(N)c2cc1C	4	0	-3	-3	-10	12	19	0.6	-9
Cc1nn(CC(=O)NCc2ccco2)c(C)c1[N+](=O)[O-]	-3	0	-3	2	-10	-1	13	0.4	9
CCc1ccc(N2CC34C=CC(O3)C(C(=O)OC(C)C)C4C2=O)cc1 (centres undefined)	1	0	0	-2	2	0	8	-0.8	2
COCCNC(=O)COc1ccc(Nc2ccccc2)cc1	-1	1	1	1	1	8	9	1.1	7
Cc1ccc(NC(=O)COC(=O)c2nn(C)c(=O)c3ccccc23)cc1F	-16	2	4	2	-8	21	4	1.2	-1
C=CCNC(=S)NCCO	-8	1	0	-1	-1	5	-19	0.6	6
CCc1cccc(CC)c1NC(=S)N(CCN(C)C)C(C)c1cccnc1 (centres undefined)	-12	1	9	-4	1	4	-10	-0.2	0
Cc1cc(C(=O)OCn2nnc3ccccc3c2=O)c(C)n1-c1ccccc1	-11	0	-7	-6	-8	-6	17	0.9	-2
COc1ccc(CN2CCNC(=O)C2CC(=O)N(C)CCC2CCOCC2)c(OC)c1 (centres undefined)	-13	0	-2	-3	3	8	17	0.0	3
CNC(=O)c1ccccc1NC(=O)c1ccc(C)c(S(=O)(=O)N2CCCCC2)c1	0	11	-7	1	-6	1	23	3.8	-1
CC(=O)c1ccc(N=Nc2c(C)[nH][nH]c2=O)cc1	16	21	-15	3	3	-10	0	5.0	8
COc1ccc(C(=O)CC(=O)C(=O)Nc2cc(Cl)c(OC)cc2OC)cc1	1	0	15	6	-11	2	22	5.2	-15
O=C(O)C1CCC(=O)N(C2CCCCC2)C1c1ccccc1Cl (centres undefined)	0	1	19*	2	1	15	-9	-0.3	-10
N=c1ccn(Cc2cccc(F)c2)cc1	5	0	-10	-20	-8	-13	11	0.5	3
CCCCCCCC(=O)Nc1ccc(S(=O)(=O)Nc2nccs2)cc1	-12	1	4	-5	-12	11	34	1.3	-2
O=C1NC[C@@H]2CCCN2C1=O	7	0	-3	0	-17	6	9	0.3	2
CCCN(CCC)CCCNC(=O)c1cc2cc3ccc(OC)cc3nc2o1	-4	0	5	-9	-5	0	14	0.1	-8
CC(C)c1ccc(C(=O)CN2C(=O)NC3(CCc4ccccc43)C2=O)cc1 (centres undefined)	-11	3	6	-4	-2	2	6	0.0	15
CCOc1cccc(OCCCOc2ccccc2)c1	-7	-1	-3	-1	-11	2	20	0.7	-5
C/C(=N\Nc1nc2ccccc2[nH]1)c1ccccn1	6	7	6	-1	0	0	11	1.6	-7
Cc1c(-c2ccc(F)cc2)nc(N)c(C#N)c1-c1cccs1	6	-1	-1	-3	-3	-2	24	0.8	-3
COc1cc(-n2c(=O)c3ccccc3n(Cc3cccc(F)c3)c2=O)cc(OC)c1OC	1	0	8	0	-6	-6	7	0.5	-17
Cc1cc(C(=O)CN2C(=O)CN(C)C2=O)c(C)n1-c1cccc(S(=O)(=O)N2CCOCC2)c1	-16	2	-10	2	-6	-2	-8	0.2	-8
Cc1ccc(-n2nc3c([n+]2[O-])CCc2nonc2-3)cc1	-7	1	-3	-6	-17	11	33	0.5	-5
O=C(CCc1nnc(Cc2ccc(-c3ccccc3)cc2)o1)N1CCCC1	1	4	5	2	0	2	3	3.9	-3
O=C(NCC1CC1)c1ccc2sc([C@H]3C[C@H](O)[C@@H](CO)O3)nc2c1	-10	1	-3	1	7	6	9	0.2	5
COc1cc(C(=O)NCC(c2ccco2)N2CCc3ccccc3C2)cc(OC)c1OC (centres undefined)	1	3	-1	0	-1	2	-5	0.6	-1
Cc1ccnc(NC(=O)c2ccc(Cl)s2)c1	5	0	0	-4	4	3	8	0.0	-5
O=C(Nc1cccc([N+](=O)[O-])c1)Nc1ccc2c(c1)CCC2	1	18	-14	6	19	-5	4	15	35*

3 structures from above, arranged by length of the SMILES, lowest first.
SMILES	CHRM4 antagonist	CHRM4 agonist	M5 PAM	CHRM5 agonist	CHO-K1 Ca antag	M4 PAM	M1 PAM parental	M1 ag parental	M5 antag
C=CCNC(=S)NCCO	-8	1	0	-1	-1	5	-19	0.6	6
COCCNC(=O)COc1ccc(Nc2ccccc2)cc1	-1	1	1	1	1	8	9	1.1	7
O=C(NCC1CC1)c1ccc2sc([C@H]3C[C@H](O)[C@@H](CO)O3)nc2c1	-10	1	-3	1	7	6	9	0.2	5

High-throughput results (PubChem BioAssay)
